Screens as filed in PubChem BioAssay.
GCN5L2 inh: inhibitors of human GCN5L2 histone acetyltransferase. Q92830. GCN5L2 HAT assay, ThioGlo1 CoA-SH fluorescence. Potency, µM (series often up to 58.9 µM), inactives show at the top dose activity change, negative = inhibition, usual class: inhibitors. hit rate 0.21% among 390,000. AID 504327
Target sequence (Q92830 whole entry, looked up): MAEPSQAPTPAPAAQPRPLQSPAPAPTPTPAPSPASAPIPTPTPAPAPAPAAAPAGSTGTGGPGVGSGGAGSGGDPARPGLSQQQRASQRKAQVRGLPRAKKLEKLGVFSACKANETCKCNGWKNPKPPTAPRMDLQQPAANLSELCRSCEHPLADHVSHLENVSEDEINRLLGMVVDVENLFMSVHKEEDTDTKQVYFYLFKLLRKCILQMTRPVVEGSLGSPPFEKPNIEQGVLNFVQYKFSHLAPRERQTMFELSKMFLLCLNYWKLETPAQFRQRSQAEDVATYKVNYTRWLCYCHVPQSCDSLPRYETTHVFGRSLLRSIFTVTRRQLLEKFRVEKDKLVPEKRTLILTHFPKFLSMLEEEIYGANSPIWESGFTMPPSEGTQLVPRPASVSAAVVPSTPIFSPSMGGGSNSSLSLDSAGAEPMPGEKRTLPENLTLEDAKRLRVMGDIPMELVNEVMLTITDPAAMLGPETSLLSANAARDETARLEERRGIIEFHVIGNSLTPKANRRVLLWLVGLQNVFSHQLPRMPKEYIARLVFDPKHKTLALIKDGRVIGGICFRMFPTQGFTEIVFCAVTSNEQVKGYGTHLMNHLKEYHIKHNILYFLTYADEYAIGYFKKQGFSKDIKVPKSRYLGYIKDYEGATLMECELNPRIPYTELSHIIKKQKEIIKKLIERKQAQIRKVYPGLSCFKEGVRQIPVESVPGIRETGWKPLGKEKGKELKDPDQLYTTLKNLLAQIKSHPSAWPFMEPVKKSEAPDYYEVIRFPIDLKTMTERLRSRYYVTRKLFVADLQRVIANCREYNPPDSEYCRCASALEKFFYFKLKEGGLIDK
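Fluorescence readout, Ex340nm/Em540nm: ThioGlo1 (50uM final) reacts with free CoA thiol released as 20nM GCN5L2 acetylates H3(1-25) peptide (75uM) using acetyl-CoA (70uM). Compound and enzyme sat 15 min beforehand; 20 min room-temperature reaction.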
TDP1 cell CPT: DT40-hTDP1 cell growth loss with CPT. chicken DT40 Tdp1-/-;hTDP1 cells + 20 nM CPT, ATP luminescence, 48 h. Potency, µM (doses to about 46.2 µM), for inactives: at the top dose activity change, negative = growth inhibition, hits mostly inhibitors. hit rate 12% among 420,000; also: nearly all actives have a fitted effect of over 55% in size
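Chicken DT40 Tdp1-/- cells complemented with human TDP1, 400 cells/well, exposed to compounds plus 20 nM camptothecin for at least 48 h at 37 C; viability read as ATP content by CellTiter-Glo luminescence.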
DT40 TDP1 no CPT: qHTS for Inhibitors of human tyrosyl-DNA phosphodiesterase 1 (TDP1): qHTS in cells in absence of CPT; DT40 Tdp1-/- hTDP1 cells, no CPT, ATP luminescence, 48 h; Potency, µM (highest dose often 46.2 µM), inactives show at the top dose activity change, negative = growth inhibition, usual class: inhibitors; hit rate 15% among 420,000; also: nearly all actives have a fitted effect of over 55% in size
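Camptothecin absent (DMSO only). Human TDP1-complemented DT40 knockout cells, 400 cells/well, 37 °C for minimum 48 hr; ATP measured via CellTiter-Glo, 30 min dark incubation, luminescence.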
* = called active by the depositor; ? = inconclusive; . = no result given; & = joins results of further samples. Calls follow the shape of the dose curve; as a rule, active = well fitted curve in the direction sought with a large enough effect; inconclusive = small, poorly fitted or top-dose-only effect, or another doubt; inactive = no such curve, though single readings can be large; an effect the other way counts as inactive or inconclusive. % is scaled to controls: 0 for no effect and ±100 for the full control effect; potency is read from the fitted curve at half-maximal effect.

Every second line gives: GCN5L2 inh, TDP1 cell CPT, DT40 TDP1 no CPT
Cc1cccc(CSc2nnc(C)c(=O)n2N)c1
    -2.4%, -24.4%, -23.0%
Cc1nn(CC(=O)Nc2cccc(C(F)(F)F)c2)c(=O)c2cccn12
    -1.6%, ?, -14.9%
O=C(O)C1CCCCC1C(=O)Nc1ccc2c(c1)OCO2 (stereo not given)
    -1.5%, 17.6%, 1.0%
N/C(=N\OC(=O)c1ccc(Cl)cc1)c1ccn[nH]1
    -3.0%, 1.0%, 13.3%
CCOC(=O)c1sc(Nc2nc(C)cc(C)n2)nc1C
    4.8%, 7.31µM*, 6.51µM*
CC(=O)c1ccc(N2CCN(CC(O)c3ccccc3)CC2)cc1 (stereo not given)
    0.4%, 20.2%, -1.9%
COc1cccc(NC(=O)CN(C)C(=O)c2cc3c(s2)CCCCC3)c1
    1.2%, -16.2%, -29.4%
O=C(Cn1c(=O)oc2cc(S(=O)(=O)N3CCCCCC3)ccc21)NC1CCCCCCC1
    -16.0%, 11.5%, ?
COc1ccc(NC(=O)CCS(=O)(=O)c2ccccc2Cl)cc1S(=O)(=O)Nc1ccc(Cl)cc1
    -13.6%, ?, 16.4µM*
COc1ccc(-c2nsc(SCC(=O)NCC3CCCO3)n2)cc1 (stereo not given)
    -22.0%, ?, -26.3%
Cc1nc(-c2ccccc2)sc1-c1ccc(SCC(=O)Nc2ccc(F)cc2F)nn1
    -2.6%, -27.7%, ?
CCSC1=C(C#N)C(c2ccc(C)o2)CC(=O)N1 (stereo not given)
    -1.2%, 7.2%, 1.4%
OCC[C@H]1C[C@H](O)[C@@H](O)[C@]2(CCCO2)O1
    ., -20.8%, 9.9%
CCN(CC)CCCC(C)n1c(C)cc(C(=O)NS(=O)(=O)c2ccc(C)cc2)c1C (stereo not given)
    ., -1.7%, 7.8%
O=C(NN1C(=O)/C(=C/c2ccc(O)c(O)c2)SC1=S)c1ccccc1
    -10.1%, ?, 11.6µM*
Cc1ccc(-n2ncc3c2CCCC3NC(=O)c2csnn2)cc1C (stereo not given)
    -1.5%, ?, ?
O=C(CC1SC(=Nc2ccc(O)cc2)NC1=O)Nc1ccccc1 (stereo not given)
    -7.2%, -12.2%, -26.6%
O=C(c1ccc(Cl)cc1)N1CCN(c2ncccn2)CC1
    4.7%, 3.0%, -7.6%
CCCN(C(=O)c1ccco1)c1nnc(-c2cccc(C)c2)s1
    2.9%, -28.9%, ?
CCOC(=O)c1cc2sccc2n1CCCN1C(=O)c2ccccc2C1=O
    -9.5%, ?, ?
CC1CCN(CCCCOc2ccccc2F)CC1
    -4.7%, ?, 14.6µM*
Cc1coc(C)c1C(=O)CC1(O)C(=O)N(Cc2ccccc2)c2ccccc21 (stereo not given)
    ., 16.4µM*, 23.1µM*
Cc1cc(C)c(CSc2ncnc3nc[nH]c23)c(C)c1
    0.8%, -17.1%, -26.9%
Nc1nnc(SCC(=O)c2ccc3c(c2)NC(=O)CO3)s1
    -21.3%, -11.0%, -7.9%
O=C(O)c1ccc(NS(=O)(=O)/C=C/c2ccccc2)cc1
    -1.5%, -1.1%, -30.2%
CCC(=O)Nc1sc2c(c1C#N)CC(C)(CC)OC2 (stereo not given)
    -22.4%, ?, 9.0%
O=C(CS(=O)(=O)c1cccc2nsnc12)Nc1ccc(F)cc1F
    -3.3%, -27.4%, 3.1%
CC(C)(C)C(=O)Nc1nc(NC(=O)C(C)(C)C)nc(-c2ccccc2Cl)n1
    0.1%, -14.7%, -18.2%
c1ccc(-c2csc(CN3CCCCC3)n2)cc1
    ., -16.4%, ?
C/C(CC(=O)Nc1cccc(Cl)c1Cl)=N\NC(=O)c1ccccc1C
    0.8%, 0.5%, -1.4%
CCOc1ccc(NC(=O)CN(Cc2ccccc2)S(=O)(=O)c2ccc3nc(C)sc3c2)cc1
    -1.9%, ?, 25.9µM*
Cc1ccc2nc(-c3cccc(SC4CCCCC4)c3)c(NC3CCCCC3)n2c1
    4.5%, 20.6µM*, 16.4µM*
Cn1nc(C(=O)NCc2cccs2)c2ccccc2c1=O
    1.9%, -6.7%, -26.5%
CC(C)CCn1nnnc1C(c1ccccc1)N1CCC(C(N)=O)CC1 (stereo not given)
    -8.7%, -1.6%, -26.2%
CN(C)c1nc(OCCNC(=O)Nc2ccccc2)nc(N2CCOCC2)n1
    -7.3%, 23.1µM*, -78.0%
Cc1cccc(N=Cc2ccccc2O)c1C
    ., -0.7%, ?
c1ccc(C(c2ccccc2)N2CCN(c3nc4ccccc4n4cnnc34)CC2)cc1
    -13.2%, ?, 3.66µM*
CC1CCCC(NC(=O)CCS(=O)(=O)c2ccc3c(c2)NC(=O)CS3)C1C (stereo not given)
    -1.6%, ?, ?
O=C(NCc1cccs1)C1CC(=O)N(c2ccccc2)C1 (stereo not given)
    -0.9%, 8.4%, 1.4%
O=C(CSc1cccc[n+]1[O-])N1CCCc2ccccc21
    3.0%, 9.6%, -3.2%
O=C(CN1CCCCC1)Nc1ccc(F)c(Cl)c1
    -3.8%, -18.5%, 0.5%
COc1ccc(CNC(=O)CN(c2cccc(OC)c2)S(C)(=O)=O)cc1
    1.1%, -4.8%, -6.1%
CCCCNC(=O)C1(C)CCN1C(=O)Cc1cccc2ccccc12 (stereo not given)
    ., ?, ?
COc1ccccc1NC(=O)c1cccc(S(=O)(=O)N2CCOCC2)c1
    -6.4%, -20.3%, -26.9%
CC(=O)Nc1ccc(S(=O)(=O)Nc2cccc(-c3nc4cc(C)ccc4o3)c2)cc1
    ., 20.6µM*, 20.6µM*
Cc1cn(CC(=O)NCCCc2ccccc2)c(=O)[nH]c1=O
    ., -4.8%, -14.7%
Cc1ccc(CNC(=O)C(=O)NCC2OCCCN2S(=O)(=O)c2ccc(F)cc2)cc1 (stereo not given)
    -8.5%, -18.4%, -23.1%
COC(=O)c1ccccc1NC(=O)c1ccc(F)cc1
    -5.0%&-4.6%, ?, -28.6%&-27.3%
CC1CC(C)CN(CCCNC(=O)CN2C(=O)c3cccnc3Oc3ccc(Cl)cc32)C1 (stereo not given)
    -4.1%, -22.8%, -2.9%
CSc1ccccc1OCc1cc(C(=O)NCCCn2nc(C)cc2C)no1
    -5.7%, 16.4µM*, 20.6µM*
COc1ccc(-c2nc(C#N)c(NCCN(C)C)o2)cc1
    ., -14.0%, -29.2%
CCOC(=O)C1C(=O)C=C(c2ccc(C)cc2)CC1c1ccccc1 (stereo not given)
    -2.7%, ?, ?
COc1cc(OC)c(OC)cc1/C=N/NC(=O)c1cccc(S(=O)(=O)N2CCOCC2)c1
    -0.6%, -12.9%, -17.7%
CN1C(=O)c2ccccc2Sc2ccc(NC(=O)c3ccccc3F)cc21
    -19.6%, 18.4µM*, 14.6µM*
O=S(=O)(Nc1nc2ccccc2nc1NCc1ccco1)c1ccc(F)cc1
    -5.6%, -23.2%, -11.5%
COc1ccc(N2CCN(CCC(=O)c3ccc4ccccc4c3)CC2)cc1
    -5.6%, 18.4µM*, 14.6µM*
CCc1nn2c(=O)cc(COC(=O)c3cccc(NC(=O)CCc4ccccc4)c3)nc2s1
    -2.6%, ?, 6.51µM*
CC(=O)c1ccc(N2CCN(S(=O)(=O)c3c(C(=O)N4CCCCC4)c(C)n(C)c3C)CC2)cc1
    -15.8%, -1.2%, 14.6%
COc1ccccc1N1CCN(CC(=O)Nc2nc(C)c(C(=O)N(C)C)s2)CC1
    -4.5%, 10.0%, -16.0%
CC1CCC(NC(=O)C2CC(=O)N(c3ccc4c(c3)OCCO4)C2)CC1 (stereo not given)
    -4.9%, 8.7%, 6.2%

(continued)
Every second line gives: GCN5L2 inh, TDP1 cell CPT, DT40 TDP1 no CPT
O=C(CSc1ncnc2c1cnn2CCO)Nc1cccc(C(F)(F)F)c1
    -1.0%, ?, ?
Cc1cc(C(=O)C(C)OC(=O)C2=NNC(=O)CC2)c(C)n1-c1ccc(OC(F)F)cc1 (stereo not given)
    -0.4%, ?, 20.6µM*
CC[C@@]12C(=O)N(c3ccc(OC)cc3)C(=O)N1[C@H](c1ccc(Cl)cc1)[C@@H]1C(=O)N(C3CCCCC3)C(=O)[C@@H]12
    -26.7%, 20.6µM*, ?
O=C(Nc1ccc(F)cc1)Nc1ccc(Oc2ncnc3cc(Cl)ccc23)nc1
    -1.9%, 13.1%, 10.6%
CCCCC1=CC2=CC(=O)C(C)(OC(=O)CC)C(=O)C2=CN1C1CCCC1 (stereo not given)
    -5.8%, ?, ?
Cc1ccc(NC(=O)COC(=O)c2ccc([N+](=O)[O-])s2)c(C)c1
    -9.4%, -7.4%, 21.0%
COc1ccc(Cl)c2sc(N(CCN(C)C)C(=O)CCS(=O)(=O)c3ccc(C)cc3)nc12
    11.9%, ?, ?
O=C1c2ccccc2NC2CCCCCN12 (stereo not given)
    -5.6%, -3.2%, -2.9%
CCN(CC)CCNC(=O)c1ccc(NC(=O)c2cc(S(=O)(=O)N3CCCCC3)ccc2N2CCOCC2)cc1
    ., -17.0%, -16.5%
CN(C)c1cccc(CNC(=O)c2ccc3sc([C@@H]4O[C@H](CO)[C@H](O)[C@H](O)[C@H]4O)nc3c2)c1
    ., 2.0%, -8.3%
O=C(O)C1C2C=CC(O2)C1C(=O)Nc1ccc(S(=O)(=O)Nc2ccccc2)cc1 (stereo not given)
    -8.7%, 14.6µM*, ?
C=C1Cc2c(Cl)cc3[nH]c4c5c3c2[C@@]2(O)[C@@H]1C[C@@H]2C(C)(C)O[C@H]5[C@@H]1CC[C@@]2(O)[C@@]35O[C@@H]3[C@@H](O)[C@@H](C(=O)O)O[C@H]5CC[C@]2(C)[C@@]41C
    -6.1%, 5.8µM*, 4.11µM*
CCOc1ccc(NC(=O)NCc2cccn2C)cc1
    -5.4%, -2.9%, -12.8%
O=C(CCCCl)NC1=NN(c2ccccc2)C(=O)C1
    -9.1%, -16.1%, -18.5%
Cc1[nH]c2ccccc2c1C(c1ccccc1)c1ccc(Cl)s1 (stereo not given)
    -4.1%, ?, ?
O=C(NCCCN1CCCC1=O)Nc1ccc(Cl)cc1Cl
    -1.9%, 7.6%, 13.4%
CC1CSc2ccccc2NC1=S (stereo not given)
    -6.9%, -3.4%, -13.2%
C=CCn1c(=O)c2ccccc2n2nnc(C(=O)OCC)c12
    -8.4%, -7.1%, -27.1%
CCN1CCN(c2ccc(N=Cc3ccc(O)cc3O)cc2)CC1
    -5.7%, -2.8%, -11.2%
COc1cc2c(cc1OC)CN(C(=O)C1(c3ccccc3)CC1)CC2
    1.9%, 1.9%, -23.0%
COCCNC(=O)C(c1ccc(C)cc1)N(Cc1ccco1)C(=O)CCC(=O)Nc1ccccn1 (stereo not given)
    2.2%, -0.2%, -22.9%
CCc1ccc2[nH]c3nc(C)cc(C)c3c(=O)c2c1
    0.9%, 4.2%, -0.2%
Cc1ccnc(SCCn2c(N3CCN(C)CC3)nc3c2c(=O)n(C)c(=O)n3C)n1
    1.0%, -8.3%, -7.2%
COCCn1c(C)cc(C(=O)COC(=O)/C=C/c2ccc(OC)cc2OC)c1C
    -9.1%, -3.3%, ?
O=C(Nc1ccc(F)cc1)c1ccc(CN2CCc3ccccc3C2)cc1
    0.5%, -21.4%, ?
Cc1ccc(S(=O)(=O)NCc2cc(=O)n(C)c(=O)n2C)cc1C
    -6.2%, -24.6%, 19.6%

Shown field by field: entries from further up
> Cc1ccc(NC(=O)COC(=O)c2ccc([N+](=O)[O-])s2)c(C)c1
- GCN5L2 inh: -9.4%
- TDP1 cell CPT: -7.4%
- DT40 TDP1 no CPT: 21.0%
> COc1ccc(Cl)c2sc(N(CCN(C)C)C(=O)CCS(=O)(=O)c3ccc(C)cc3)nc12
- GCN5L2 inh: 11.9%
- TDP1 cell CPT: ?
- DT40 TDP1 no CPT: ?
> O=C1c2ccccc2NC2CCCCCN12 (stereo not given)
- GCN5L2 inh: -5.6%
- TDP1 cell CPT: -3.2%
- DT40 TDP1 no CPT: -2.9%
> CCN(CC)CCNC(=O)c1ccc(NC(=O)c2cc(S(=O)(=O)N3CCCCC3)ccc2N2CCOCC2)cc1
- GCN5L2 inh: .
- TDP1 cell CPT: -17.0%
- DT40 TDP1 no CPT: -16.5%

Single values from the results shown.
GCN5L2 inh result of CC1CSc2ccccc2NC1=S (stereo not given) reads -6.9%
GCN5L2 inh result of COc1ccc(Cl)c2sc(N(CCN(C)C)C(=O)CCS(=O)(=O)c3ccc(C)cc3)nc12 reads 11.9%
